Source: PubChem
KLF5 inhibitor – kruppel-like factor 5 inhibition; 0.23% of 290,000 active; inhibition, % at 5 µM; DLD-1 KLF5 promoter-luciferase reporter, luminescence;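 active = inhibition above a per-plate limit of that plate's mean compound inhibition plus 3 SD, cut at about 60% in these data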;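 also: 0% = DMSO wells and 100% = LY294002 at 200 µM; higher means less KLF5 promoter-driven luciferase light; inactives centre near -14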
PolyA inhibitor – yeast polyadenylation inhibition. calls only at 12 µM. S. cerevisiae SKY197-pL101 polyadenylation reporter, beta-gal luminescence; efflux-impaired pdr1/pdr3 knockout yeast; score 100 = 6 SD above DMSO. 0.02% of 300,000 active;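 active = lowest replicate activity score at least 50, where 100 means six control SD above control mean; inconclusive = lowest score under 50 but half or more replicates reach 50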;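 also: yeast exposed to compound for 9 h at 30 °C; higher score means more reporter readthrough which indicates perturbed polyadenylation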
AI-2 QS mod – Vibrio harveyi AI-2 quorum sensing modulation | Vibrio harveyi JMH597 AI-2 luminescence/OD600 ratio, 9 h; active compounds read low; strain lacks LuxN and CqsS sensors; 0 = neutral-control median | activity change, % at 7.5 µM | 0.4% of 300,000 active | AID 2094; in the data active = activity change below about -75%, passing the limit was not always enough; inconclusive = no clear call, values can overlap the other calls;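 also: luminescence divided by OD600 gain over 9 h not by final OD600 alone; inactives centre near 13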
aSyn 5UTR inh – MLPCN primary screen, SNCA 5' untranslated region. 0.82% of 300,000 active. alpha-synuclein 5'UTR reporter, inhibitor activity. AID 1813. inhibition, % (tested at 7.5 µM); in the data active = inhibition above about 60%; inconclusive = no clear call, values can overlap the other calls;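 also: H4 neuroglioblastoma cells stably carrying SNCA 5'UTR luciferase fusion; 0% = DMSO wells and 100% = positive control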
HSF1 activator – increases HSF-1 driven luciferase reporter signal; NIH3T3-HGL HSF-1 luciferase reporter, MG132, 8 h; 100% = twice DMSO control signal; activation, % at 9 µM; 1.7% of 300,000 active; AID 504408;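 active = mean replicate activation of at least 50% with a set share of replicates each reaching 50%; inconclusive = only one of those two conditions met; inactive = mean below 50% and too few replicates reaching it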;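 also: 0% = median of the neutral control wells and 100% = twice that signal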
HSF1 inh – HSF1 inhibition; NIH3T3-HGL HSE-luciferase, MG132-induced, luminescence 8 h; active compounds read low; activity change, negative = inhibition, % at 7.5 µM (by protocol); 0.77% of 300,000 active; AID 2098;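 active = more than half of replicate wells show activity change below -50%, luminescence cut by over half; inconclusive = some wells, but at most half, below -50%; inactive = no replicate well below -50%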;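 also: luciferase reports HSF-1 transcriptional activity via heat shock element; 0% = median of DMSO wells and -100% = zero luminescence signal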
GSK3 alpha inh – inhibitors of human GSK-3 alpha kinase; P49840; AID 2650; ADP-Glo luminescence, 60 min; inhibition, % at 10 µM; 0.1% of 320,000 active;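 in the data active = inhibition above about 50%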;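 also: GST-tagged GSK-3 alpha with peptide substrate and 25 µM ATP; 0% = DMSO neutral wells and 100% = GW8510 positive control wells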
Target sequence (P49840 whole entry, looked up): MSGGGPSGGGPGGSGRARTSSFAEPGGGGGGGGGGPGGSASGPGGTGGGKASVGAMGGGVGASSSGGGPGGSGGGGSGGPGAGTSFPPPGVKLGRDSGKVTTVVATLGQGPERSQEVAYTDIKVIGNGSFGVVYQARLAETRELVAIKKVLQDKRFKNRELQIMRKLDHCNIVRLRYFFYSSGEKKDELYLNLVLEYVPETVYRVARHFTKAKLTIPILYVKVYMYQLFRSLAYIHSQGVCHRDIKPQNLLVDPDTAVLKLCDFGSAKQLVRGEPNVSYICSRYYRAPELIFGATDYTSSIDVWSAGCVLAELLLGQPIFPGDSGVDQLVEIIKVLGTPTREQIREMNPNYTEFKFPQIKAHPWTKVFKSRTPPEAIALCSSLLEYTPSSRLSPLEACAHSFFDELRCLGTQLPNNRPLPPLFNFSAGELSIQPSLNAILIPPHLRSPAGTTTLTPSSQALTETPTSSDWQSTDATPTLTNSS
HSP90 refold inh – blocks HSP90-mediated luciferase refolding in reticulocyte lysate. Rabbit reticulocyte lysate, luciferase refolding luminescence, 3 h. 0.91% of 290,000 active. inhibition, % at 5.6 µM;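 active = inhibition above the screen-wide mean plus 3 SD, computed separately per campaign, cut at about 16% in these data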;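 also: 0% = DMSO wells and 100% = 60 µM geldanamycin wells; inhibitors lower the luminescence because luciferase stays unfolded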
IEC-6 tox – kills IEC-6 intestinal cells in KLF5 counter-screen; IEC-6 cytotoxicity, luminescence viability; inhibition, % at 5 µM; 0.78% of 290,000 active; in the data active = inhibition above about 22%;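 also: 0% = plate median of test compound wells and 100% = cytotoxic reference compound wells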
GSK3beta inhib – inhibitors of human GSK3beta kinase; P49841; GST-GSK3beta kinase, ADP-Glo luminescence, 60 min; active compounds read low; activity score (negative = inhibition), % at 10 µM; 0.038% of 300,000 active; AID 2097;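 active = more than half of replicate wells score below -50%, meaning over 50% inhibition versus plate controls; inconclusive = some replicates but at most half score below -50%; inactive = no replicate scores below -50%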;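 also: 0% = median DMSO wells and -100% = median GW8510 positive control wells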
Target sequence (P49841 whole entry, looked up): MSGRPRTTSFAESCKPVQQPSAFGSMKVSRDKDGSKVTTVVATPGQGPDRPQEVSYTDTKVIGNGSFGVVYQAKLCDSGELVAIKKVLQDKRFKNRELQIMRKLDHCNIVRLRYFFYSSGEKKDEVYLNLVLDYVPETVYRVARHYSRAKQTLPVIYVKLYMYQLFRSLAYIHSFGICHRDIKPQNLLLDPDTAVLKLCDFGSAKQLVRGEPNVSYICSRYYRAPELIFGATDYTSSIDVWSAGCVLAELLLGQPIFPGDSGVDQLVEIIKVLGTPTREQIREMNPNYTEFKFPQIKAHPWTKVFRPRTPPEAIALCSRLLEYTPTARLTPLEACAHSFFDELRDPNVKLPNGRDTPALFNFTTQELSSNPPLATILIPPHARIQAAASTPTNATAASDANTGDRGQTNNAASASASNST
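Test system: GST-tagged human GSK3beta kinase, cell-free; evaluation: activity score scaled between in-plate DMSO and GW8510 controls; measured by: ADP-Glo luminescence; incubation: 60 min reaction, RT; benchmarks: DMSO and 20 µM GW8510; reagent: peptide substrate plus 25 µM ATP (final); medium: Tris/MgCl2 kinase buffer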
Active calls of the source: *; i = inactive; ? = inconclusive; nt = not tested or not shown. An excerpt (hit frequency here may not be typical).

SMILES	KLF5 inhibitor	PolyA inhibitor	AI-2 QS mod	aSyn 5UTR inh	HSF1 activator	HSF1 inh	GSK3 alpha inh	HSP90 refold inh	IEC-6 tox	GSK3beta inhib
Cc1c(C(=O)Nc2nnc(C3CC3)s2)oc2c(Cl)cccc12	nt	i	16.9	5.8	-6.2	-3.3	1.3	nt	nt	-3.9
O=C(CN1C(=O)NC2(CCCC2)C1=O)Nc1ccccc1-c1ccccc1	-0.9	i	3.5	12.7	34.3	0.9	-1.4	3.0	-0.9	-0.6
O=C(Nc1ccc(S(=O)(=O)Nc2ncccn2)cc1)C1=NN(c2ccccc2)C(=O)CC1	-3.2	i	26.4	6.7	-14.2	-0.1	1.4	-1.7	0.8	-0.1
COc1ccc(N2C(=O)CC(N3CCC(O)(c4ccc(Cl)cc4)CC3)C2=O)cc1 (stereo unspecified)	-28.0	i	30.0	10.3	-11.7	-1.2	-3.5	0.0	-1.1	1.9
CCCCCCn1c(N)c(C#N)c2ccc([N+](=O)[O-])cc2c1=O	-28.2	i	14.9	-13.6	9.1	5.1	1.3	-0.2	-7.3	-6.9
CC(C)Cn1c(N)c(C(=O)COC(=O)c2cc(C(F)(F)F)nc3c(C(F)(F)F)cccc23)c(=O)n(C)c1=O	-16.3	i	26.2	5.8	5.9	-4.2	-3.9	3.4	4.4	0.0
COc1ccccc1N(C)S(=O)(=O)c1ccc(C(=O)OCC(N)=O)cc1	12.9	i	8.6	11.6	3.2	-5.0	-1.1	0.3	0.3	-1.2
Cc1nn(Cc2ccccc2)c(C)c1NC(=O)c1cc(-c2ccco2)on1	5.0	i	17.3	-5.3	17.3	11.4	-1.9	2.9	0.9	2.0
Cc1cc(C)cc(NC(=O)C(Nc2ccccc2)c2ccccc2)c1 (stereo unspecified)	-23.6	i	18.3	4.4	6.9	2.9	-1.8	0.6	9.9	3.1
CCC1CCc2sc(C(=O)NCc3ccccn3)cc2C1 (stereo unspecified)	-50.5	i	23.8	-92.3	25.7	8.5	1.3	-1.3	-5.0	2.7
COc1cccc(C(=O)C2CCCN(Cc3cccc(OCCO)c3)C2)c1 (stereo unspecified)	-17.6	i	24.4	-2.5	-20.2	-4.4	0.0	-1.8	-0.6	1.7
O=C(CN1C(=O)c2ccccc2S1(=O)=O)c1ccc(Cl)cc1Cl	83.7*	i	20.9	77.7*	-73.8	-68.0*	-1.0	88.6*	3.4	1.9
CC1Cc2ccccc2N1C(=O)CSc1nnnn1C(C)C (stereo unspecified)	-1.6	i	6.2	-3.7	26.6	5.2	-1.1	1.8	2.6	3.0
COc1cccc(OC)c1C(=O)Nc1ccccc1Sc1ccccc1	nt	i	32.5	13.8	5.6	3.6	-2.4	nt	nt	2.8
Cc1sc2nc(COC(=O)c3cccc(S(=O)(=O)N(C)c4ccccc4)c3)[nH]c(=O)c2c1C	-1.4	i	28.0	1.9	-13.8	1.0	0.8	5.1	-12.9	0.9
Cc1c(N/C=C/C(=O)c2ccc(Cl)cc2)c(=O)n(-c2ccccc2)n1C	-1.2	i	25.6	-15.0	6.0	0.6	1.8	0.8	1.0	0.6
O=c1c(Cc2ccc(F)cc2)c(O)ccn1CCCn1ccnc1	-29.3	i	24.8	1.8	-0.5	0.3	-3.9	3.2	1.4	-0.7
COc1cccc(OCCNS(=O)(=O)c2cccc([N+](=O)[O-])c2)c1	-12.1	i	2.9	6.6	4.5	0.0	-3.5	3.1	4.6	0.2
COc1ccccc1-c1noc(CSc2nc(C)cc(=O)[nH]2)n1	3.1	i	12.2	-17.6	-10.1	0.3	-2.9	-2.8	0.7	-4.6
OCC1(CC2CCCCO2)CCN(Cc2ccccc2-c2ccco2)CC1 (stereo unspecified)	18.4	i	14.9	-6.8	9.6	-4.0	0.0	1.5	-0.5	-4.7
COc1ccccc1C(=O)NNC(=O)c1csc(N2CCOCC2)n1	nt	i	24.7	-3.8	-2.3	2.5	1.4	nt	nt	-0.2
COc1ccc(NC(=O)COc2ncnc3ccccc23)cc1S(=O)(=O)N1CCOCC1	-15.2	i	23.8	5.1	-41.6	-36.3	-0.9	0.7	-3.9	3.4
CCOc1ccc(CC(=O)Nc2ccc(S(=O)(=O)N3CCCC3)cc2)cc1	2.8	i	-6.1	3.1	-19.4	-4.6	-0.6	0.2	4.2	2.0
CC(C)c1nnc(SCC(=O)N2CCc3ccccc32)n1N	-6.2	i	7.0	5.6	-1.6	4.4	-0.5	-1.1	3.8	-20.8
CCc1ccc(OCCOCCN2CCN(C)CC2)cc1	-20.0	i	nt	0.6	-9.3	-6.0	-4.1	10.9	5.3	nt
Cc1ccc(OCCn2c(SCCO)nc3c(N)ncnc32)cc1	-1.5	i	16.5	-4.4	17.1	4.2	-1.2	-0.6	2.8	-0.4
Cc1ncc(CO)c(/C=N/NC(=O)c2ccc(Br)cc2)c1O	14.7	i	26.2	8.6	-0.3	-3.3	1.2	-0.3	-5.6	0.4
Cn1cc(C(F)(F)F)nc1-c1ccc(OCC(O)CNCCOc2ccc(O)c(C(N)=O)c2)cc1 (stereo unspecified)	nt	i	0.5	-4.8	3.5	3.4	-1.8	nt	nt	-5.4
COc1cc(OC)cc(C(=O)N[C@H](C(=O)OCC(=O)Nc2ccc(F)c(F)c2)C(C)C)c1	21.8	i	10.5	14.2	-14.0	-0.3	-2.0	-3.9	-1.8	-3.4
CCC1Oc2ccc(C)cc2N(CC(=O)NCCCN2CCCC2)C1=O (stereo unspecified)	14.3	i	17.6	17.8	7.1	4.1	-1.6	3.2	-3.6	0.6
O=C1CCCN1CC1CCN(Cc2nc(CC3CC3)no2)CC1	-11.5	i	28.0	-16.3	1.6	-4.1	-1.5	0.0	-7.4	2.0
CCCn1c(N)c(N(CCOC)C(=O)c2cc3c(s2)CCCCC3)c(=O)[nH]c1=O	-17.7	i	15.8	-12.2	3.2	5.2	-0.4	-1.2	3.3	3.7
CC(C)NS(=O)(=O)c1ccc(OCC(=O)NCc2cccnc2)cc1	10.6	i	4.9	-8.5	3.1	1.8	0.8	1.8	1.6	2.0
Cc1nc(NC(=O)CN(C)S(=O)(=O)c2ccc(Cl)cc2)sc1C	-7.1	i	18.0	6.2	18.2	-2.9	-0.2	1.7	2.8	-5.6
COc1cc(C2C3=C(Nc4nc(N)[nH]c(=O)c42)c2ccccc2C3=O)ccc1O (stereo unspecified)	-11.4	i	14.9	-0.1	-9.1	-4.6	-0.4	1.4	1.8	-1.4
CS(=O)(=O)N1CCN(C(=O)c2ccccc2)C1	-21.6	i	19.5	-10.8	-0.4	2.7	-2.1	0.8	-12.0	2.8
CCN(CC)c1ccc(/C=N/N2CCN(c3ccccc3OC)CC2)cc1	-18.9	i	6.0	-15.4	1.4	-3.7	0.8	4.4	1.7	0.7
Cc1ccc(N2CC(NS(=O)(=O)c3cccs3)CC2=O)cc1 (stereo unspecified)	nt	i	11.4	3.5	6.6	-1.4	-1.8	nt	nt	3.1
CCc1nn(CC(=O)N2CCN(CC)CC2)c(=O)c2cccn12	-4.2	i	17.5	-9.2	-15.1	-6.1	-2.8	0.0	0.8	0.4
Fc1cccc(NC(=S)NCc2ccccn2)c1	-46.2	i	16.7	-93.5	?	14.6	-0.7	-1.5	5.7	1.6
Cc1cccc(NC(=O)C(=O)NCCCN2CCOCC2)c1	-21.2	i	2.0	-29.4	18.1	4.3	-1.5	-5.6	-0.7	2.0
COc1ccc(-c2nc(CS(=O)(=O)CC(=O)NCc3ccc4c(c3)OCO4)c(C)o2)cc1	8.7	i	6.1	-4.9	14.6	13.7	2.3	-2.6	-2.9	0.1
CCN(CC(=O)NC(C)(C)C)C(=O)CN1c2cccc3cccc(c23)S1(=O)=O	11.7	i	-3.7	4.9	-7.0	-6.7	0.6	1.8	3.6	3.5
Cc1ccccc1C(=O)Nc1nc2c(C)csc2c(=O)s1	-14.9	i	18.7	-2.6	-17.7	-8.7	4.7	0.2	-1.0	0.6
Cc1ccc(-n2ncc3c(SCc4ccccn4)ncnc32)c(C)c1	30.3	i	11.5	-34.9	21.3	14.1	-1.8	-3.4	1.3	-0.4
O=C(CC1(O)C(=O)Nc2ccccc21)c1ccc2c(c1)OCO2 (stereo unspecified)	-46.4	i	28.0	-3.3	-18.6	-17.1	-1.3	-3.5	0.4	2.8
CC(C)(C)C1CCC(C(=O)OCC(=O)c2ccc[nH]2)CC1 (stereo unspecified)	-50.5	i	44.4	8.8	-4.6	-10.1	-1.4	-1.4	2.1	-4.7
CCOc1ccc(-c2ccc(SCC)nn2)cc1	-131.1	nt	20.3	nt	nt	nt	2.7	17.5*	3.4	1.1
Cc1nc2ccc(NC(=O)COc3ccccc3[N+](=O)[O-])cc2s1	-13.6	i	9.9	13.4	nt	nt	1.5	-8.6	-4.8	-0.8
C=C1CC2C(=O)N(Cc3ccccc3)C(C(=O)OCC)(C(=O)OCC)C1N2C(=O)OC(C)(C)C (stereo unspecified)	nt	i	3.0	-8.9	-0.6	5.2	-0.3	nt	nt	2.3

(next part)
SMILES	KLF5 inhibitor	PolyA inhibitor	AI-2 QS mod	aSyn 5UTR inh	HSF1 activator	HSF1 inh	GSK3 alpha inh	HSP90 refold inh	IEC-6 tox	GSK3beta inhib
COCCCn1c(SCC(=O)NC2CCCC2)nnc1-c1ccncc1	-13.2	i	3.4	14.6	-6.8	-0.5	0.6	-2.4	1.9	2.2
Cc1cccc(NS(=O)(=O)c2cccc3nonc23)c1	-35.3	i	15.4	5.3	-13.6	1.3	-9.7	-0.2	-1.8	1.9
Cc1onc(-c2c(F)cccc2Cl)c1C(=O)Nc1sc2c(c1C(N)=O)CCC2	-18.1	i	21.6	5.2	-9.5	1.8	-3.3	4.6	1.9	2.3
O=C(N/N=C/c1ccc[nH]1)c1ccc(COc2cccc3cccnc23)cc1	-21.6	i	19.2	104.0*	-73.9	-68.6*	0.0	0.1	38.7*	-7.7
COc1ccc(N2CC(C(=O)NCCC3=CCCCC3)CC2=O)cc1 (stereo unspecified)	-12.6	i	12.0	-0.4	-8.1	-8.1	-2.1	-1.2	-0.1	-3.8
C/C(=N\NC(=O)C(=O)N/N=C(\C)c1cccc(O)c1)c1cccc(O)c1	-23.0	i	28.4	-3.0	15.9	-2.0	-0.3	-3.7	6.2	0.3
Cc1ccc(C)c(OCC(=O)NC2CCCCCC2)c1	-48.1	i	38.3	-50.6	4.2	16.7	-1.5	-8.0	-3.2	-2.2
CCN1CCN(c2ncnc3scc(-c4ccc(OC)cc4)c23)CC1	3.9	i	21.9	-15.0	-11.7	-11.8	4.3	-0.5	2.1	-1.2
